# Bioassay records as filed in PubChem BioAssay.
# Tau fibril FP: inhibitors of human tau fibril formation. P10636. K18 P301L tau heparin fibrillization, Alexa594 FP, 6 h. Potency, µM (top dose mostly 57.7 µM), inactives show at the top dose activity, negative = inhibition, actives largely listed as inhibitors. 280,000 compounds, 0.39% hits; note: % is set by controls: 0 for no effect and ±100 for the full control effect; nearly all actives have a fitted effect of over 55% in size
# Target sequence (P10636 561-689 P618L limits assumed): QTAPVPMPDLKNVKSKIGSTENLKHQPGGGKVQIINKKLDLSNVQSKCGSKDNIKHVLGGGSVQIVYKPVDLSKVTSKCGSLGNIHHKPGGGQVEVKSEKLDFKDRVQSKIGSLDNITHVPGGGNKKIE
#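 FP of Alexa 594-tau after heparin (20 uM) induction. Substrate: human K18 P301L, 15 uM unlabeled, 0.24 uM labeled. Buffer 100 mM sodium acetate pH 7. 6 hr, 37 C.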
# L3MBTL1 inh: inhibitors of human L3MBTL1; Q9Y468; AlphaScreen L3MBTL1–H3K9me1 peptide binding; Potency, µM (series often up to 57.1 µM), for inactives: at the top dose activity, negative = inhibition, actives largely listed as inhibitors; 230,000 compounds, 0.66% hits; note: % is set by controls: 0 for no effect and ±100 for the full control effect; nearly all actives have a fitted effect of over 60% in size
#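 Read-out is AlphaScreen signal from streptavidin donor and nickel chelate acceptor beads (10 ug/mL final each) bridging L3MBTL1 (50 nM) and biotinylated K9-monomethylated H3(1-15) peptide (75 nM), after 30 min compound exposure at room temperature.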
# Tau ThT inhib: tau fibrillization inhibition (ThT binding); recombinant tau K18 P301L, heparin-induced fibrillization, ThT fluorescence; 270,000 compounds, 2.1% hits; P10636; AID 1460; Potency, µM (titrated, usually from 57.4 µM), without a hit: top-dose activity, negative = inhibition, hits mostly inhibitors; note: % is set by controls: 0 for no effect and ±100 for the full control effect; nearly all actives have a fitted effect of over 55% in size
#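 K18 P301L tau (15 uM + 0.24 uM Alexa 594-tagged), heparin 20 uM, NaOAc pH 7, 6 h 37 C; ThT 30 uM, 1 h RT, ex 450/em 510 nm.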
# TRb-SRC2 inh: inhibitors of human thyroid hormone receptor beta-SRC2 interaction; P10828; TRbeta-SRC2 peptide binding, fluorescence polarization; receptor liganded with 1 µM T3; Potency, µM (highest dose often 106 µM), inactives show top-dose activity change, negative = inhibition, usual class: inhibitors; 280,000 compounds, 0.065% hits;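 note: plate controls were bound peptide for no effect and peptide without receptor for full effect; nearly all actives have a fitted effect of over 50% in size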
#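 Polarization signal, normalized between peptide-alone and full complex controls, measured compound effects on T3-liganded human TRb LBD (0.6 uM) binding 20 nM Texas Red SRC2 peptide after 5 hr.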
# RECQ1 helicase: blocks DNA unwinding by human RECQ1; AID 2549; 240,000 compounds, 0.54% hits; P46063; RECQ1 DNA unwinding, red fluorescence kinetic read; Potency, µM (highest dose often 57.3 µM), inactives show top-dose activity, negative = inhibition, hits mostly inhibitors;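 note: plate controls were vehicle for no effect and no enzyme for full effect; nearly all actives have a fitted effect of over 30% in size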
# Target sequence (P46063 whole entry, looked up): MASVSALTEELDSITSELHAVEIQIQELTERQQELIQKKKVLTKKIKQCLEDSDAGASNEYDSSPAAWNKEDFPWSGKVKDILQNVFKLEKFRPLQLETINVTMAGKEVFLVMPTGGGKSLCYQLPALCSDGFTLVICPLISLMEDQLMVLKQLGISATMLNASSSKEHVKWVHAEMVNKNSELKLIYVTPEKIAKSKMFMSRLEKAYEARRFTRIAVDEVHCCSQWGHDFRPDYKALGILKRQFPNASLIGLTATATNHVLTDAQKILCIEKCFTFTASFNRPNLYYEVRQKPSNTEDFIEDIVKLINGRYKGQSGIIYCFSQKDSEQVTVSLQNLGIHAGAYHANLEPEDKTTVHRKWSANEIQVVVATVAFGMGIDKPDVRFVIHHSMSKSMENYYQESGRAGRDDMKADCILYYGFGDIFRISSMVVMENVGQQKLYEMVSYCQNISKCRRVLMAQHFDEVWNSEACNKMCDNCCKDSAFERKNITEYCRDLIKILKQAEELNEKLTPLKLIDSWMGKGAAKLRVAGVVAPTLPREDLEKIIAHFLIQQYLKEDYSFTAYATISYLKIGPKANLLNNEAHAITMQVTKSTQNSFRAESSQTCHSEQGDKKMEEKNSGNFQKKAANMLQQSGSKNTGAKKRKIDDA
#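 RECQ1T1 50 nM; forked duplex (20 bp + 30-nt ss tails) 200 nM, ATP 2 mM final; pH 8.0, 2 mM MgCl2, 2.5 ug/ml poly(dI-dC); 15 min compound preincubation; discontinuous kinetic read over 2 h at RT.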
# TexasRed fluor: alters Texas Red total fluorescence, flagging assay interference; TRb/SRC2 Texas Red total fluorescence interference; Potency, µM (titrated, usually from 106 µM), for inactives: top-dose fluorescence change, negative = quenching; 280,000 compounds, 0.29% hits; AID 1479; active = well fitted curve in either direction with a large enough effect; inconclusive = small, poorly fitted or top-dose-only effect; note: % is set by controls: 0 for no effect and ±100 for the full control effect
#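 Flags fluorescent or light-absorbing compounds by total fluorescence, S + 2P, at 555 nm excitation and 632 nm emission. Mixture: 20 nM Texas Red SRC2 peptide, 0.6 uM human TRb LBD, 1 uM T3, 5% DMSO; compound exposure 5 h at ambient temperature.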
# Tau fluor cs: counter-screen for tau fibril formation inhibitors; tau K18 P301L (four-repeat tau fragment) Alexa594 fluorescence, heparin fibrillization; Potency, µM (doses to about 57.7 µM), without a hit: top-dose activity change, negative = decrease; 280,000 compounds, 0.93% hits; note: % is set by controls: 0 for no effect and ±100 for the full control effect; nearly all actives have a fitted effect of over 55% in size
#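 Human K18 P301L tau (15 uM unlabeled plus 0.24 uM Alexa 594-labeled, final) in 100 mM sodium acetate pH 7 was mixed with compound and 20 uM heparin and incubated 6 hr at 37 C.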
# HTT ATP protect: cytoprotection in Huntington HTT-Q103 PC12 cell model. PC12 HTT-Q103 induced, cytoprotection, ATP luminescence, 40 h. Potency, µM (top dose mostly 56.4 µM), without a hit: cytoprotection (ATP increase), most hits filed as activators. 230,000 compounds, 0.14% hits. AID 1471;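 note: % of control where 0% means no effect; nearly all actives have a fitted effect of over 45% in size; toxic huntingtin expression switched on by the ecdysone agonist tebufenozide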
#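 PC12 cells with ecdysone-inducible HTT exon 1 Q103-GFP, induced with 100 nM tebufenozide and co-treated with library compounds in a dose series (1536-well, 1500 cells/well). Cytoprotection read as ATP content by ATPlite luminescence.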
# The depositor's hits bear a star; i = inactive; ? = inconclusive; . = not tested or not shown; [ ] = dose if it differs, or a comment. Unless noted, calls come from the whole dose curve; as a rule, active = well fitted curve in the direction sought with a large enough effect; inconclusive = small, poorly fitted or top-dose-only effect, or another doubt; inactive = no such curve, though single readings can be large; an effect the other way counts as inactive or inconclusive. Potency is the fitted concentration of half-maximal effect. A portion of the library, so the mix of outcomes need not match the whole.
Compound	Tau fibril FP	L3MBTL1 inh	Tau ThT inhib	TRb-SRC2 inh	RECQ1 helicase	TexasRed fluor	Tau fluor cs	HTT ATP protect
CCN(Cc1ccccc1)C(=O)C1CCN(C/C(C)=C/c2ccccc2)CC1	5%	-2%	-3%	-3%	-5%	-1%	9%	.
CC(C)=CCc1c(O)c(CC=C(C)C)c2occ(-c3ccc(O)cc3)c(=O)c2c1O	?	.	?	-2%	-12%	-3%	16µM*[quencher]	1%[10 µM]
CN(C)S(=O)(=O)c1ccc(Cl)c(NC(=O)COc2ccccc2[N+](=O)[O-])c1	-8%	-4%	7%	0%	5%	-2%	3%	-22%[10 µM]
CCCOc1ccc(C2/C(=C(/O)c3ccc(F)cc3)C(=O)C(=O)N2CCCN(C)C)cc1 (stereo unspecified)	0%	9%	-7%	-8%	6%	-4%	2%	3%[10 µM]
CSc1ccccc1NC(=O)COc1ccccc1C	7%	68%[activator]	?	-2%	19%	-1%	-19%	?
N#Cc1c(N)nc(SCc2ccccn2)c(C#N)c1-c1cccs1	-14%	-1%	-6%	-14%	-1%	-2%	-22%	-55%[inhibitor]
Cc1nc2cc(N3CCCCC3)c(NC(=O)c3ccncc3)cc2c(=O)n1Cc1ccc(Cl)cc1	3%	.	-6%	1%	-12%	-1%	-4%	-55%[inhibitor]
N#C/C(=C\c1ccc(Cl)cc1)C(=O)Nc1cccnc1	-3%	1%	-14%	-1%	-12%	2%	-15%	0%[10 µM]
CCCCNS(=O)(=O)c1ccc2nc(-c3cccnc3)cc(C(=O)NC3CC3)c2c1	-7%	-7%	-15%	8%	-15%	-4%	-15%	.
Cc1ccc(-n2cccc2/C=N/n2cnnc2)cc1Cl	-3%	.	-13%	-12%	i	2%	-4%	-3%
C=CCOc1ccc(Br)cc1CNCCCN1CCOCC1	8%	12%	3%	3%	-6%	-2%	8%	0%[10 µM]
CSc1ccccc1NC(=O)Cn1ccsc1=N	0%	-1%	-9%	-2%	i	-1%	-3%	-14%
S=C(NCc1ccccc1)N1CCCCC1	15%	7%	8%	0%	i	-3%	1%	.
COC(=O)C(C)(C(=O)OC)c1ccc([N+](=O)[O-])cn1	-1%	6%	-2%	-2%	-14%	-1%	4%	2%
O=C(NCc1ccc(Cl)cc1)c1ccc(Cl)cc1[N+](=O)[O-]	1%	6%	-6%	-4%	i	-3%	-2%	-6%
CC1CC(C)CN(C(=O)CSCC(=O)O)C1 (stereo unspecified)	3%	2%	-1%	0%	0%	-2%	-7%	-6%[10 µM]
CCN(CC)CCCNC(=S)Nc1ccc(Br)cc1	-8%[2.34 µM]	-1%	-8%	0%	7%	0%	-8%	11%[10 µM]
COc1cccc(-c2nc(NCc3ccco3)c3ccccc3n2)c1O	7%	-19%	?	-5%	24%	-4%	?	-28%
O=C(NCc1ccco1)C(c1ccccc1F)N(CC1CCCO1)C(=O)Cn1nnc2ccccc21 (stereo unspecified)	5%	-1%	-7%	-1%	-4%	-4%	4%	-8%
COc1cc(S(=O)(=O)NCC2CCCO2)c(OC)cc1Cl (stereo unspecified)	5%	0%	4%	-1%	5%	0%	8%	9%
NC(=S)N/N=C\c1c2ccccc2cc2ccccc12	-5%	-2%	?	2%	-18%	-4%	?	0%[10 µM]
Cc1cc(C)cc(-n2c(SCC(=O)Nc3cccc(S(=O)(=O)NC4=NCCCCC4)c3)nc3ccccc3c2=O)c1	-11%	-1%	3%	-1%	-5%	5%	-20%	45%[10 µM]
Cc1ccc(-n2c3c(cc(C(=O)NCCCN4CCOCC4)c2=O)C(=O)CC(C)(C)C3)cc1	-4%	-21%	-2%	-9%	-14%	-4%	5%	-3%
Oc1ccccc1CNc1cccc2cccnc12	?	?	6.3µM*	-14%	-6%	-1%	16µM*[quencher]	-17%[10 µM]
COc1ccc(Br)cc1/C=N/NC(=O)c1cc(Br)ccc1O	-1%	.	?	-3%	-7%	-20%	-25%	-6%
O=C(c1ccco1)N1CCc2ccccc21	-5%	.	-3%	-2%	-7%	0%	-1%	-22%
CN(C(=O)n1cnc2ccccc21)c1ccccc1	-4%	5%	13%	-5%[53 µM]	-7%	0%[53 µM]	13%	-10%[10 µM]
CSCCC(NC(=O)c1ccc([N+](=O)[O-])cc1Cl)C(=O)OCC(=O)NC1CCCC(C)C1C (stereo unspecified)	9%	-3%	-3%	6%	-5%	0%	-11%	4%[10 µM]
COc1ccc(CC(=O)Nc2c3c(nn2-c2cccc(C)c2C)CS(=O)(=O)C3)cc1	-1%	-7%	-12%	-23%	-1%	-4%	-11%	-14%[0.074 µM]
O=C(CCNC(=O)c1ccco1)Nc1ccccc1N1CCOCC1	6%	.	-2%	9%	-2%	-1%	-3%	-43%[inhibitor]
COc1c(Cl)cc(C(=O)Nc2cccc(-c3nc4ccccc4[nH]3)c2)cc1Cl	22µM*	.	?	5%	.	4%	?	.
COC(=O)C(CCSC)NC(=O)CNS(=O)(=O)c1ccc(Cl)cc1 (stereo unspecified)	2%	-4%	-5%	7%	0%	-3%	-3%	14%
C=CCn1nnc2sc3c(c2c1=O)CCC(C)C3 (stereo unspecified)	-5%	.	-11%	-2%	-11%	-2%	-13%	-4%[10 µM]
O=C(O)COc1cccc2nsnc12	-4%	-16%	-12%	-14%	-1%	-1%	0%	-14%
COc1cc(C(=O)NCc2ccc3c(c2)CCN3C(=O)c2ccc(Cl)cc2)cc(OC)c1OC	5%	.	?	-2%	.	0%	-26%	.
CCOC(=O)c1csc(Nc2nc3ccc(F)cc3s2)n1	-3%	-8%	?	-7%	-4%	-2%	?	-63%[inhibitor]
Cc1ccc(/C=c2\sc3nc(-c4ccco4)nn3c2=O)o1	?	7.9µM*	18µM*	-3%	8%	-5%	-29%	5%[10 µM]
Cc1ccc(S(=O)(=O)CCC(=O)Nc2ccc(OC(F)(F)F)cc2)cc1	-4%	.	8%	-3%	.	1%	-13%	.
Clc1c(-c2ccccc2)nnn1-c1ccccc1	-1%	29%	-15%	-1%	-3%	-5%	-7%	.
COc1ccc(-c2nnn(Cc3nc(N)nc(N4CCCCC4)n3)n2)cc1	8%	-7%	-5%	-16%	-12%	1%	-13%	3%[10 µM]
CCCNC(=O)Cn1c(=O)cnc2ccccc21	8%	0%	3%	1%	-7%	-2%	3%	20%[10 µM]
CC1(C)CC(=O)C(CC(=O)NC2CCCc3ccccc32)C(=O)C1 (stereo unspecified)	9%	.	-1%	-1%	-3%	-3%	2%	-10%
COc1cccc(C(=O)Nc2ccccc2C(=O)N2CCCC2)c1	1%	.	-1%	-6%	-7%	-2%	-3%	-1%[10 µM]
O=C(Cn1cnc2ccccc2c1=O)Nc1ccc2c(c1)OCO2	3%	-8%	0%	1%	-5%	0%	1%	22%[10 µM]
COC(=O)c1ccc(CSc2nc3ccc(C)cc3[nH]2)o1	3%	.	-9%	-1%	-12%	-2%	-11%	-24%
Cc1ccc2nc(COc3cccc(NC(=O)Nc4ccc(C)c(Cl)c4)c3)cc(=O)n2c1	?	.	-14%	-5%	.	0%	-21%	.
O=C(NCC(c1cccnc1)N1CCN(c2ccccc2F)CC1)C1CCCCC1 (stereo unspecified)	-11%	.	-14%	-12%	-10%	-2%	-10%	-7%
O=C(CCN1C(=O)C2CC=C(Cl)CC2C1=O)Nc1ccccc1O (stereo unspecified)	3%	.	-1%	6%	6%	-4%	1%	25%
Cc1ccc(S(=O)(=O)Nc2cccc(NC(=O)CN3CCCCC3)c2)cc1	-6%	.	1%	-2%	-16%	-2%	-13%	16%
Cc1ccc(S(=O)(=O)NCCc2nnc3ccc(SCc4cccc(F)c4)nn23)cc1	3%	.	-2%	-9%	.	1%	-11%	.
CCOCCCNC(=O)c1ccc(N2CCCC2)c(NS(=O)(=O)c2ccc(C)cc2)c1	-4%	.	?	3%	-4%	-3%	-15%	-50%[inhibitor]
COCCCNC(=O)CCC(=O)N1Cc2ccccc2Oc2ncccc21	6%	.	-3%	-1%	.	3%	-3%	.
CCc1ccc(C2C(C(=O)Nc3ccccc3)=C(C)Nc3c(C(=O)Nc4ccc(C)cc4)cnn32)cc1 (stereo unspecified)	?	.	-2%	-4%	.	-36%	-17%	.
CCOC(=O)Cn1c(C)c(Br)c(=O)c2cccc(C)c21	-13%	24%	?	7%	i	-2%	-10%	2%[0.074 µM]
O=C(/C=C/c1ccc(F)cc1)c1cc(Br)ccc1O	1%	51%[activator]	?	6%	-2%	1%	-10%	2%[10 µM]
CN(C)CCCNCCCNC(=O)/C(=N\O)c1ccccc1	1%	.	.	-1%	-7%	-1%	10%	7%[10 µM]
CCOC(=O)c1cccc(NC(=O)/C=C/c2ccc([N+](=O)[O-])cc2)c1	-7%	-13%	?	-2%	-7%	0%	?	-62%[inhibitor][10 µM]
CCCc1ccc(OCc2ccc(C(=O)OC)o2)c(OC)c1	-6%	23%[11.4 µM]	-16%	1%	-4%	-1%	-8%	-1%[0.074 µM]
COc1ccc(/C=N/Nc2ccccn2)c(OC)c1OC	5%	-15%	?	-1%	1%	-3%	-13%	-26%

# Reformatted: entries from further up
COC(=O)c1ccc(CSc2nc3ccc(C)cc3[nH]2)o1
  Tau fibril FP: 3% | L3MBTL1 inh: . | Tau ThT inhib: -9% | TRb-SRC2 inh: -1% | RECQ1 helicase: -12% | TexasRed fluor: -2% | Tau fluor cs: -11% | HTT ATP protect: -24%

COCCCNC(=O)CCC(=O)N1Cc2ccccc2Oc2ncccc21
  Tau fibril FP: 6% | L3MBTL1 inh: . | Tau ThT inhib: -3% | TRb-SRC2 inh: -1% | RECQ1 helicase: . | TexasRed fluor: 3% | Tau fluor cs: -3% | HTT ATP protect: .
